# RGS4-Gao reg = human RGS4-Galphao interaction regulation; P09471; Multiplexed bead flow cytometry, RGS4-Galphao binding; actives lie on both sides; binding response (% of control), % at 10 µM; AID 1415; hit rate 0.33% among 220,000; in the data active = binding response below about 49% or above about 150%; inactive = in between;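 also: fluorescent Galphao activated with aluminum fluoride binding bead-coupled RGS4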
# GSH fluor = GSH bead compound fluorescence profile; hit rate 0.25% among 190,000; AID 1776; fluorescence (KMESF) at 10 µM; GSH beads flow cytometry, compound fluorescence 488/530 nm; active compounds read high; in the data active = fluorescence above about 89;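 also: glutathione beads carrying GST-tagged Bcl family fusion proteins plus one bare bead set; values are compound well signal with DMSO vehicle wells as background; inactives centre near 16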
# Bcl-W Bim block = disrupts Bim peptide binding to human Bcl-W; Q92843; bead-based flow cytometry; inhibition, % at 10 µM; hit rate 0.02% among 190,000;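 also: 0% = bound tracer without compound and 100% = peptide blocker; higher means less fluorescent Bim peptide bound to Bcl-W beads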
# Mcl-1 Bim block = disrupts Bim peptide binding to human Mcl-1. inhibition, % at 10 µM. Bead-based flow cytometry, Bim peptide-Mcl-1 binding. AID 1009. hit rate 0.1% among 190,000. Q07820;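 also: 0% = no compound tracer wells and 100% = peptide blocker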
# Target sequence (Q07820 whole entry, looked up): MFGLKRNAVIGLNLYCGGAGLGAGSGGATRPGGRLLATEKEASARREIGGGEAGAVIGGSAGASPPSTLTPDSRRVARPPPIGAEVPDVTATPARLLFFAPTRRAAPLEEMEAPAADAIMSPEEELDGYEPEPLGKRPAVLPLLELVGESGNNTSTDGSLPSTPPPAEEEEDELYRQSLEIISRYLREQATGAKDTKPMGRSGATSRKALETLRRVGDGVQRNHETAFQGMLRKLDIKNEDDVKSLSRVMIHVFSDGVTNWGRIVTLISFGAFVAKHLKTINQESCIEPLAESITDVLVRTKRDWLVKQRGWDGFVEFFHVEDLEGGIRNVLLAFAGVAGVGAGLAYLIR
# Bcl-2 Bim block = disrupts Bim peptide binding to human Bcl-2; AID 950; inhibition, % at 10 µM; hit rate 0.06% among 190,000; Bead-based flow cytometry, Bim peptide-Bcl-2 binding; in the data active = inhibition above about 40%; inconclusive = no clear call, values can overlap the other calls;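 also: 0% = no compound wells with probe peptide and 100% = reference peptide inhibitor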
# Target sequence (P10415 whole entry, looked up): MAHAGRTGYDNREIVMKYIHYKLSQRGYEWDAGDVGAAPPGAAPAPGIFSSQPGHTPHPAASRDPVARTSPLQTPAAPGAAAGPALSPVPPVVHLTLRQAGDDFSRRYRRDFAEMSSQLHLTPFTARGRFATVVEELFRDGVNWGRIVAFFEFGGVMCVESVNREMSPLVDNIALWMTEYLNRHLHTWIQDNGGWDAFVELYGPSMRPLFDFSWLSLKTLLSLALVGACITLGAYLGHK
# Bim-Bcl-B = disrupts Bim peptide binding to human Bcl-B; inhibition, % at 10 µM; hit rate 0.073% among 190,000; bead-based flow cytometry; Q9HD36;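 also: 0% = tracer peptide without compound and 100% = reference inhibitor peptide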
# RGS8-Gao = human RGS8-Galphao interaction regulation. hit rate 0.34% among 220,000. multiplexed bead flow cytometry, RGS8-Galphao binding; actives lie on both sides. AID 1423. response (percent of control binding), % at 10 µM. P09471; in the data active = response below about 60% or above about 140%; inactive = in between;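 also: Galphao activated as the GDP aluminium fluoride complex binding bead-coupled RGS8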
# Mcl1-Bid inh = disrupts binding of human Mcl-1 to Bid peptide. Q07820. TR-FRET Mcl-1/Bid-Dy647 peptide binding, 1536-well. inhibition, % at 21.7 µM. hit rate 0.97% among 220,000. AID 1021;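 active = compounds that cut the binding signal by more than half at the single screening dose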;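 also: His-tagged Mcl-1 with europium anti-His antibody binding Bid BH3 peptide; 0% = Mcl-1 plus peptide wells and 100% = peptide-only wells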
# Bim-Bfl-1 = disrupts Bim binding to human Bfl-1; hit rate 0.12% among 190,000; Bead-based flow cytometry, Bim-Bfl-1 binding inhibition; Q16548; inhibition, % at 10 µM;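 also: 0% = wells without compound plus tracer and 100% = blocker peptide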
# Bim-Bcl-XL = inhibitors of Bim-Bcl-XL interaction, human | Bim peptide-Bcl-XL binding, bead flow cytometry, fluorescence | inhibition, % at 10 µM | hit rate 0.04% among 190,000 | AID 1007
# Target sequence (Q07817 whole entry, looked up): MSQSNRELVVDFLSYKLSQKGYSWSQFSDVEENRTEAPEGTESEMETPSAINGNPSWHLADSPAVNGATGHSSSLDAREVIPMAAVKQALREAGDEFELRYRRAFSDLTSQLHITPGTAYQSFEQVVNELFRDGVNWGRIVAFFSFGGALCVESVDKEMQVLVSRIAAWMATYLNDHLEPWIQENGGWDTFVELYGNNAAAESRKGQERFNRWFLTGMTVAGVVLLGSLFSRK
# RGS7-Gao = modulates binding of RGS7 to human Galphao. Multiplexed bead flow cytometry; actives lie on both sides. binding response (% of control), % at 10 µM. hit rate 0.35% among 220,000; in the data active = binding response below about 49% or above about 150%; inconclusive = no clear call, values can overlap the other calls; inactive = in between;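 also: fluorescent Galphao held in activated GDP-AlF4 state binding bead-coupled RGS7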
# The depositor's hits bear a star; u = inconclusive. Rule as the data show it, unless noted: active = inhibition above about 40%. These rows are one share of the data; the hit share may differ from the screen's.
# Screens in order – RGS4-Gao reg, GSH fluor, Bcl-W Bim block, Mcl-1 Bim block, Bcl-2 Bim block, Bim-Bcl-B, RGS8-Gao, Mcl1-Bid inh, Bim-Bfl-1, Bim-Bcl-XL, RGS7-Gao
- CCCNC(=O)N1C2CCC1CC(O)(c1cccnc1)C2 (stereo not given)
 : 95, 22, 0, 0, 3, 5, 94, -15, 0, 0, 93
- O=c1[nH]c(=S)n(Cc2ccc(F)cc2)c(O)c1C=NCC1CCCO1 (stereo not given)
 : 100, 35, -5, -4, -9, -6, 106, 11, -9, -8, 99
- CCOC(=O)/C(=N\Nc1ccccc1)N1CC1
 : 100, 14, -2, 0, -6, -8, 99, -49, -8, -5, u
- O=C(Cc1ccccc1)OC(COCc1ccccc1)CN1CCOCC1 (stereo not given)
 : 96, 39, -4, 0, 1, -1, 93, -17, -3, 4, 97
- Fc1ccc2c(c1)nnn2C1CCN(Cc2nnnn2CCc2ccccc2)CC1
 : 83, 6, 6, -3, 0, 0, 81, -18, 4, 1, 89
- COc1ccc(CCNC(C)CCc2ccc(OC)cc2)cc1 (stereo not given)
 : 106, 42, 5, -1, -1, -6, 107, 6, -6, -7, 106
- C=C1N2CCC(CC2)C1(O)c1ccccc1C (stereo not given)
 : 94, 7, 0, 0, -1, 0, 99, 8, -2, 0, 91
- CCc1ccc(N2C(=O)NC(=O)/C(=C/c3cccn3CCOc3ccc(C(C)CC)cc3)C2=O)cc1 (stereo not given)
 : 99, 12, 0, 0, -3, -5, 101, -1, -8, -5, 96
- CC(C(=O)Nc1ccc(Cl)cc1Cl)N1CC=C(c2ccccc2)CC1 (stereo not given)
 : 98, 18, -2, -2, -6, -9, 97, -14, -11, -6, 95
- Cc1ccc(CN2C3CCCC2CC(NC(=O)Nc2cccc(F)c2)C3)cc1 (stereo not given)
 : 105, 24, -3, -2, -3, -6, 102, -24, -6, -3, 102
- CN1c2ccc([N+](=O)[O-])cc2CC2(C(=O)NC(=O)N(c3ccccc3)C2=O)C1c1ccccc1 (stereo not given)
 : 95, 11, -1, -2, -8, -4, 99, -17, -5, -3, 95
- CN1C(=O)NC(=O)[C@]2(Cc3ccccc3N3CCN(c4ccccc4)CC32)C1=O (stereo not given in full)
 : 98, 47, 5, 0, -8, -5, 101, -65, -10, -4, 98
- O=C1/C(=C\c2cc3c(cc2Cl)OCO3)N2CCC1CC2
 : 86, 10, -3, -4, -6, -8, 92, 4, -9, -7, 88
- CCc1ccc(C2=NN(CCC(=O)N3CCC4(CC3)OCCO4)C(=O)CC2)cc1
 : 104, 11, 1, -3, -4, -2, 102, -23, -3, -2, 107
- CN(C)/C=C1/C(=O)NC(=O)N(CCNc2ncc(C(F)(F)F)cc2Cl)C1=O
 : 97, 11, 0, 1, 2, 1, 99, -14, -3, 0, 97
- O=C(c1cc(C(=O)NCc2ccc(Cl)cc2)c(=O)n(Cc2ccc(Cl)cc2)c1)c1cc(F)ccc1O
 : 100, 12, -1, 0, -8, -9, 101, -8, -13, -5, 100
- CCOC(=O)c1ccc(N=Cc2c(O)n(-c3ccccc3F)c(=S)[nH]c2=O)cc1
 : 102, 5, -4, -4, 0, -8, 101, -44, 0, -4, 105
- COC(=O)C(O)(c1ccc(N(C)C(=O)c2cccs2)cc1)C(F)(F)F (stereo not given)
 : 103, 12, 0, 0, -1, 0, 101, -8, -2, 0, 99
- COc1ccc(C2NCc3ccc4c(c3-n3cccc32)OCO4)cc1OC (stereo not given)
 : 100, 23, 0, 1, -8, -4, 102, -20, -10, -3, 114
- CCc1ccc(/C=C(/C#N)C(N)=S)cc1
 : 99, 10, 0, -7, -3, -2, 97, -43, -7, -3, 96
- CCOC(=O)c1cccc([P+](=O)O)c1
 : 97, 24, 0, -2, -8, -3, 98, 5, -10, -3, 94
- c1ccc2c(CN3CCN(C4CCCCC4)CC3)c[nH]c2c1
 : 107, 17, -4, -3, -4, -3, 104, -26, -3, -2, 103
- Cc1cccc(NC2=NCCCS2)c1C
 : 100, 25, -4, -3, -7, 0, 103, -17, -4, -7, 102
- CC(C(=O)N1CCC2(CC1)OCCO2)C1Sc2ccccc2NC1=O (stereo not given)
 : 100, 26, 1, 0, 0, -3, 101, -7, -1, 0, 101
- CC(Cc1ccccc1)NC(=O)Cc1ccc(N(C)C)cc1 (stereo not given)
 : 103, 6, 0, -1, 0, -1, 105, -18, 0, -2, 103
- CN(C)C1=C(C#N)C(c2ccccc2)=NP(N(C)C)(N(C)C)=N1
 : 100, 7, 2, 3, 2, 2, 103, -2, 2, 3, 98
- CN1CCN(c2ccc([N+](=O)[O-])c(NCc3ccco3)c2)CC1
 : 100, 3, -1, 0, 1, -2, 104, -48, 0, -4, 100
- CN1C(=O)C(=Cc2ccccc2OCc2ccccc2Cl)C(=O)N(C)C1=O
 : 100, 10, -2, -10, 0, 3, 99, -28, 0, -1, 95
- CC1(C)CN=C(Nc2nc3ccccc3s2)S1
 : 99, 42, -3, -4, -11, -8, 101, -9, -14, -17, 98
- O=C(Oc1ccc([N+](=O)[O-])cc1)N1CCC(N2CCCCC2)CC1
 : 104, 19, 0, -1, -6, -4, 105, -1, 0, -2, 104
- COc1ccc(C2CN(C)CC2C(=O)c2ccc(F)cc2)cc1Cl (stereo not given)
 : 104, 9, 2, 25, 81*, 77*, 105, -15, 59*, 4, 106
- O=[N+]([O-])c1ccc(N2CCNCC2)c(Cl)c1
 : 100, 18, 0, 0, -3, 0, 101, -3, -4, -1, 98
- O=c1[nH]c(=O)n(Cc2ccco2)c(O)c1C=NC1CC1
 : 99, 22, 0, -1, -1, 1, 102, -18, 0, -1, 98
- CC(=O)N1CN2CN(C(C)=O)CC(C(=O)c3ccccc3)(C2)C1
 : 97, 70, 1, -2, 1, 2, 89, 1, 3, 3, 96
- COc1cc(C2SCC(=O)Nc3c2c(=O)[nH]n3C2CCCCCC2)cc(OC)c1OC (stereo not given)
 : 100, 21, 0, 0, -1, 2, 101, -3, 0, 0, 100
- Nc1ccc2c(c1)oc1ccccc12
 : 101, 14, 3, 3, 9, 0, 98, -42, 5, 5, 98
- CC[N+](C)(CC)CCCOC(=O)C(O)(c1ccccc1)C1CCCCC1 (stereo not given)
 : 100, 11, 0, 0, 2, -5, 103, 7, 5, -2, 101
- O=C1C2CCCN2C(c2cccnc2)N1c1ccc(Cl)c(Cl)c1 (stereo not given)
 : 100, 39, 0, 3, -8, -8, 101, -13, -12, 0, 103
- O=[N+]([O-])[N-][n+]1cnn(Cc2ccc(Cl)cc2)c1
 : 100, 12, -1, -4, -5, -3, 100, -6, -7, -2, 97
- O=C(Cn1c(=O)n(CC2CS2)c2ccccc21)N1CCCCC1 (stereo not given)
 : 101, 22, 0, -2, 0, -4, 102, -13, 0, -3, 94
- CCCCCCC(=O)c1c(O)n(-c2ccccc2OC)c(=O)[nH]c1=O
 : 99, 12, 0, -6, 0, 0, 94, 4, -4, -2, 101
- CN(C)C1(c2nnnn2-c2ccc(Cl)cc2)CCCCC1
 : 107, 19, -1, 0, -6, -3, 99, -20, -9, -1, 106
- Cc1ccccc1-n1c(O)c(/C=C2/C(c3ccccc3)=Nc3ccccc32)c(=O)[nH]c1=O
 : 99, 9, 1, 0, 4, 0, 102, -33, 3, -3, 96
- CN(C(=O)c1ccco1)C1(c2ccccc2Cl)CCCCC1=O (stereo not given)
 : 100, 46, 0, -3, -7, -8, 100, -31, -15, -1, 95
- CCC1(CCc2ccncc2)C(=O)NC(=O)NC1=O
 : 100, 42, -1, -2, -7, -3, 104, -2, -8, -5, 100
- C[n+]1c(-c2ccccc2)cc(CCCCc2cc(-c3ccccc3)[n+](C)c(-c3ccccc3)c2)cc1-c1ccccc1
 : 106, 10, 4, 0, 6, 19, 101, -24, 0, 4, u
- COc1ccc(Cn2c(O)c(/C=N/NC(=O)c3ccccc3)c(=O)[nH]c2=O)cc1
 : 98, 10, -4, -2, -4, -1, 100, -51, -2, -7, 96
- CC(C)N1CCN(Cc2cccc([N+](=O)[O-])c2)CC1
 : 100, 9, -2, -7, -2, -2, 102, 20, -5, -3, 101
- CC(=O)Nc1nc(CCl)cs1
 : 100, 13, 1, 0, 0, 6, 99, -11, 6, 1, 101
- CCOP(=O)(OCC)C(NC(=O)c1ccccc1)C(Cl)(Cl)Cl (stereo not given)
 : 102, 16, -3, -2, -7, -9, 101, -8, -10, -8, 101
- CCCC/C(=N/O)c1c(C)[nH]c2ccccc12
 : 101, 22, 1, 0, 2, -2, 104, -54, 1, 0, 100
- CC(=O)OC1N=C(c2ccccc2)c2cc(C)ccc2NC1=O (stereo not given)
 : 103, 23, -2, -3, -11, -12, 104, -19, -18, -10, 108
- COc1cccc(-n2c(=S)[nH]c3ccccc3c2=O)c1
 : 104, 14, -3, -2, -3, -9, 102, -29, -2, -1, 105
- CCC(C)N1C(=O)/C(=C\c2cnc(N(C)C)nc2)C(=O)NC1=S (stereo not given)
 : 99, 10, 0, 0, -1, -2, 97, -4, -3, 0, 88
- COc1ccc(C2C(C#N)=C(N)Oc3c2c(=O)oc2ccccc32)cc1Cn1cc([N+](=O)[O-])cn1 (stereo not given)
 : 101, 18, 0, -2, 0, -1, 100, 2, 2, 0, 101

# A draw from above in order of number of heavy atoms, high to low:
# Screens in order – RGS4-Gao reg, GSH fluor, Bcl-W Bim block, Mcl-1 Bim block, Bcl-2 Bim block, Bim-Bcl-B, RGS8-Gao, Mcl1-Bid inh, Bim-Bfl-1, Bim-Bcl-XL, RGS7-Gao
- CC(C)N1CCN(Cc2cccc([N+](=O)[O-])c2)CC1
 : 100, 9, -2, -7, -2, -2, 102, 20, -5, -3, 101
- Nc1ccc2c(c1)oc1ccccc12
 : 101, 14, 3, 3, 9, 0, 98, -42, 5, 5, 98
- CC(=O)Nc1nc(CCl)cs1
 : 100, 13, 1, 0, 0, 6, 99, -11, 6, 1, 101

# Three compounds from above with just Mcl-1 Bim block.
canonical_smiles	Mcl-1 Bim block
COc1cc(C2SCC(=O)Nc3c2c(=O)[nH]n3C2CCCCCC2)cc(OC)c1OC (stereo not given)	0
O=[N+]([O-])[N-][n+]1cnn(Cc2ccc(Cl)cc2)c1	-4
Cc1ccccc1-n1c(O)c(/C=C2/C(c3ccccc3)=Nc3ccccc32)c(=O)[nH]c1=O	0

# Screening data deposited in PubChem by several laboratories.
